phage Ecoli inh: growth loss of phage-infected E. coli, primary screen, RecBCD inhibitor project, absorbance, with phage, HTS; inhibition, % at 11.9 µM; 360,000 tested, 0.26% active; in the data active = inhibition above about 11%
The depositor's hits bear a star. Some of the compounds tested; the hit share may differ from the screen's.

nr	Molecule	phage Ecoli inh
1	Nc1ccn([C@@H]2O[C@H](C(=O)Nc3cc(C(F)(F)F)cc(C(F)(F)F)c3)[C@@H](O)[C@H]2O)c(=O)n1	-0.1
2	Cc1cc2c(cc1C)-n1nnnc1C(N1CCN(c3ccccn3)CC1)C(c1ccc3c(c1)OCO3)=N2 (centres undefined)	4.0
3	Nc1[nH]c(C(=O)c2ccccc2)c(-c2ccccc2C(F)(F)F)c1C(=O)c1c[nH]c2ccccc12	2.7
4	CCc1ccc(OC2(C)CCN(Cc3ccc4c(c3)OCCO4)C2)cc1 (centres undefined)	4.4
5	CC(C)CNc1cccc2c1S(=O)(=O)N[C@@H](CC(C)C)CO2	2.3
6	COC(=O)[C@]12C[C@H](CC(=O)NCC3CCCCC3)C(=O)N(Cc3ccccc3)C1=C[C@H](C(C)(C)C)O[C@@H]2C	1.8
7	Cc1[nH]ncc1Nc1ccccc1C(C)C	3.0
8	CNc1ncnc2c1ncn2[C@H]1CN(CCc2ccccc2)C[C@@H](CO)O1	0.2
9	COc1ccc(OCCN2CCC(C(=O)NC(c3ccc(F)cc3)c3ccc4ccccc4n3)CC2)cc1 (centres undefined)	2.7
10	COCCNC(=O)C1(C)CCCN(Cc2ccc(Oc3ccccc3)cc2)C1 (centres undefined)	1.1
11	CCc1nc2ccc(C(=O)NCCCn3ccnc3)cn2c1N(C)C(=O)COc1ccccc1	0.9
12	COc1ccc(CCNC(=O)Nc2nc(C(N)C3CCCCC3)cs2)cc1OC (centres undefined)	1.2
13	C=C1C[C@@H]2C[C@@H]2CN(S(=O)(=O)c2ccc(C)cc2)[C@@H]1c1ccco1	2.5
14	Nc1[nH]c(C(=O)c2ccccc2)c(-c2ccccc2Br)c1C(=O)NCCc1c[nH]c2ccccc12	2.8
15	CNc1cnc(-c2cccc(C(=O)N3CCOCC3)c2)cn1	2.4
16	COc1ccc2c(c1)[C@]1(C[C@H](O)CO1)C(=O)N2C	1.3
17	CC(C)c1cn(CC[C@@H]2CC[C@H](NS(=O)(=O)c3ccc(F)cc3)[C@@H](CO)O2)nn1	1.0
18	CCOC(=O)[C@]12CCCC=C1N(Cc1ccc3c(c1)OCO3)C(=O)[C@H](CC(=O)NCC13CC4CC(CC(C4)C1)C3)C2	0.3
19	COC(=O)[C@@]12C[C@@H](CC(=O)NCc3cccs3)C(=O)N(Cc3ccccc3)C1=CCC(C)(C)C2	1.5
20	NC(Cc1ccc(F)cc1)c1csc(Nc2nncc3ccccc23)n1 (centres undefined)	2.5
21	O=S(=O)(NN=Cc1cccc(Cl)c1)c1ccccc1	1.1
22	CCOC(=O)C1(C)CCCCCN1C(=O)c1ccc(C(F)(F)F)nc1C (centres undefined)	3.0
23	CCCCCNC(=O)C(c1ccncc1)n1c(=O)c(-c2cc3ccccc3[nH]2)nc2ccccc21 (centres undefined)	3.7
24	CN1C(=O)C(c2cn(C)c3ccccc23)(c2cn(C)c3ccccc23)c2cc(Br)ccc21	3.1
25	CC(C)C[C@@H](COCc1cccc(Cl)c1)N1CCN(C(=O)c2ccc(C(F)(F)F)cc2)CCC1=O	0.2
26	Cc1nc(C(F)(F)F)ccc1C(=O)N1CCC1(C)C(=O)NS(=O)(=O)c1ccccc1 (centres undefined)	-0.2
27	CNc1cncc(-c2ccoc2)n1	0.5
28	CCOC(=O)C1=CCN(S(=O)(=O)c2ccccc2F)C1c1ccc(Br)cc1 (centres undefined)	2.3
29	COc1cc(C23CCCN(CCC(C(C)(C)C)C2)C32OCCO2)cc(OC)c1OC (centres undefined)	0.6
30	CC1(C)CC(=O)C=C(c2ccccc2F)C1=O	2.9
31	COc1ccc(-c2cnc3c(NC=O)cc(-c4ccccc4OC)cn23)cc1OC	0.3
32	C[C@@H](c1ccccc1)N1C[C@@H](COCc2ccccc2)Oc2cc(N3CCC[C@@H]3CO)ccc2S1(=O)=O	-1.7
33	CCCCc1c(-c2ccccc2OC)ncn1C(C)c1ccc(Cl)cc1 (centres undefined)	1.2
34	CC(=O)Nc1cccc(NC(=O)c2ccccc2Cl)c1	1.4
35	CCOC(=O)C1=CCN(S(=O)(=O)c2cccc(Cl)c2)C1c1ccc(C)cc1 (centres undefined)	3.2
36	O=C1NC[C@H](Cc2ccc(O)cc2)N(C[C@@H]2CCCN2C[C@H](Cc2ccc(O)cc2)N2C[C@H](Cc3ccccc3)N(CC3CCCCC3)C(=O)C2=O)C1=O	1.0
37	O=C1Nc2ccccc2NC(c2ccc3c(c2)OCO3)=C1N(Cc1ccc(F)cc1)C(=O)c1ccco1	-0.6
38	COc1ccc(NC(=O)C2(C)CCN2C)cc1OC (centres undefined)	0.7
39	COC(=O)C1=CN(c2ccc(C)cc2)C(N)=C(C#N)C1c1ccccc1F (centres undefined)	1.3
40	CC(C)C[C@H]1CN(CCCC[C@H]2CNC(=O)C(=O)N2CC2CCCCC2)C(=O)C(=O)N1CCc1ccc(O)cc1	-0.9
41	CC(N)c1csc(Nc2ccc(S(C)(=O)=O)cc2)n1 (centres undefined)	5.2
42	CCOC1=C2[C@H](c3ccccc3)N(S(=O)(=O)c3ccc(C)cc3)[C@H](C(C)C)[C@H]2n2c(=O)n(-c3ccccc3)c(=O)n2C1	4.5
43	COc1ccc(Cl)cc1C1=NOC2(CCC2)C(=O)N1Cc1cccc(C#N)c1	3.0
44	CC1(C(=O)NCC2CC2)Cc2c(-c3ccc4c(c3)OCO4)ccnc2O1 (centres undefined)	3.7
45	COc1ccc(CNC(=O)c2[nH]c(C(F)(F)F)nc2-c2ccccc2)cc1	2.3
46	CCCNC(=O)C1(C)CCN(Cc2ccc3ccccc3c2Br)C1 (centres undefined)	1.9
47	CCOc1ccc(CCN2C(=O)C(=O)N([C@@H](CC(C)C)CN3CCC[C@H]3CN3C(=O)C(=O)NC[C@@H]3Cc3ccc(O)cc3)C[C@@H]2Cc2ccccc2)cc1	0.9
48	CC(C)N1CCCC(C)(C(=O)Nc2nc3ccccc3n2C)C1 (centres undefined)	2.5
49	COCCN1Cc2cc(C(=O)OC)c3c(c2C1=O)c1ccccc1n3S(=O)(=O)c1ccc(C)cc1	1.5
50	OC(c1cc(F)cc(Cl)c1)c1ncc(-c2ccccc2Cl)[nH]1 (centres undefined)	2.3

Next section
nr	Molecule	phage Ecoli inh
51	Cc1cccc(C)c1Cn1c(C)c(C(=O)NCCC#N)sc1=O	1.7
52	Cc1cc(C(=O)N2CCCC(C)(C(=O)NS(=O)(=O)C3CC3)C2)nn1C(C)(C)C (centres undefined)	4.0
53	CCOC(=O)C1CCCN(C(=O)c2ccc3c(c2)C(C)(C)CCC3(C)C)CC1 (centres undefined)	-0.5
54	Nc1ncnc2c1ncn2[C@@H]1O[C@H](C(=O)NCCc2ccc(F)cc2)[C@@H](O)[C@H]1O	2.0
55	Cc1noc(C)c1S(=O)(=O)NC(=O)C1(C)CCN1C(=O)C1(c2ccc(Cl)cc2)CC1 (centres undefined)	2.9
56	CCc1ccc2c(c1)NC(=O)C2(C)Cc1ccc(OC(F)(F)F)cc1 (centres undefined)	4.5
57	COc1ccc(Cl)cc1-c1cc(C(=O)NCc2ccc(C(F)(F)F)cc2)[nH]n1	1.2
58	COC(=O)[C@]12C[C@H](CC(=O)N3CCCC3)C(=O)N(Cc3ccc4c(c3)OCO4)C1=C[C@H](COCc1ccccc1)O[C@@H]2C	2.7
59	O=C(C(=O)N1CCN(C(=O)c2cc(C(F)(F)F)cc(C(F)(F)F)c2)CC1)c1cccc(C(F)(F)F)c1	2.9
60	c1ccc(-c2cc3nc(NCc4ccc5c(c4)OCO5)ccn3n2)cc1	1.0
61	CCCCc1c(-c2ccccc2OC)ncn1Cc1ccc(F)cc1F	-4.1
62	O=NN(C(=O)NC1CCC(C(=O)O)CC1)C1CCC(C(=O)O)CC1 (centres undefined)	2.6
63	CCc1nc2ccc(C(=O)Nc3ccc4c(c3)OCC(=O)N4)cn2c1N(C)C(=O)C1CCCCC1	3.6
64	CCc1ccc([C@@H]2CC(=O)[C@@H]3CN(S(=O)(=O)c4ccc(C)cc4)[C@H](c4ccc(Cl)cc4)C[C@@H]3N2S(=O)(=O)c2ccc(C)cc2)cc1	2.4
65	Nc1c(-c2ccccc2)nc2ncccn12	-1.9
66	COc1ccc(CCC(=O)N2c3ccccc3N=C(c3ccc(C(F)(F)F)cc3)C2C(=O)NC(C)(C)C)cc1 (centres undefined)	-0.1
67	COCc1[nH]nc2c1C(c1ccc(F)cc1)N(Cc1ccccc1)C2=O (centres undefined)	1.6
68	Cc1ccc(-c2nc3ccc(Br)cn3c2Cc2ccsc2)cc1	4.5
69	COC(=O)c1ccc(CNC(=O)CC[C@H]2O[C@@H](n3cc(C)c(=O)[nH]c3=O)C[C@@H]2O)cc1	3.7
70	CC(C)C[C@H]1CNC(=S)N1C[C@H]1CCCN1C[C@H](Cc1ccc(O)cc1)N1C[C@H](Cc2ccc(O)cc2)N(CCc2ccccc2)C1=S	4.9
71	CC(C)(C)S(=O)N1Cc2cc(C(=O)N[C@@H]3CCN(Cc4ccccc4)C3)nc(-c3cccc(-c4cc5ccccc5o4)c3)c2[C@@H]1CCO (some centres undefined)	-0.1
72	CC(=O)Nc1cc(-c2cccc(C(=O)NCCO)c2)cn2c(-c3ccc(F)c(Cl)c3)cnc12	2.2
73	CCOC1=C2CN(S(=O)(=O)c3ccc(C)cc3)C(c3cccc(Cl)c3)CC2NC(c2ccccc2)C1 (centres undefined)	4.4
74	CCCCn1nnnc1C(c1cc2ccccc2o1)N1CCCCC1 (centres undefined)	2.9
75	Cn1ccc2c(-c3ccccc3F)cc3c(c21)C1CCC3C1 (centres undefined)	1.9

The closing 4 entries of the part above come first, to join the parts.
nr	Molecule	phage Ecoli inh
72	CC(=O)Nc1cc(-c2cccc(C(=O)NCCO)c2)cn2c(-c3ccc(F)c(Cl)c3)cnc12	2.2
73	CCOC1=C2CN(S(=O)(=O)c3ccc(C)cc3)C(c3cccc(Cl)c3)CC2NC(c2ccccc2)C1 (centres undefined)	4.4
74	CCCCn1nnnc1C(c1cc2ccccc2o1)N1CCCCC1 (centres undefined)	2.9
75	Cn1ccc2c(-c3ccccc3F)cc3c(c21)C1CCC3C1 (centres undefined)	1.9
76	FC(F)(F)c1cccc(-c2cncc(N3CCN(CCN4CCCC4)CC3)n2)c1	0.3
77	COC(=O)C[C@H]1C=C[C@@H](NC(=O)Cc2cccnc2)[C@@H](CO)O1	3.2
78	CC(C)CC1OC(C(C)C)Cc2[nH]c(=S)[nH]c(=O)c21 (centres undefined)	2.0
79	CC(=O)Nc1ccc(C(=O)N2CCCC(c3cc(C(=O)NCc4cccnc4)no3)C2)cc1 (centres undefined)	1.9
80	Cc1ccccc1CN1C(=O)C(C)Sc2ccc(-c3ccco3)cc21 (centres undefined)	0.9
81	C[C@@H]1CCCCO[C@H](CN(C)C(=O)CCC(F)(F)F)[C@H](C)CN([C@@H](C)CO)C(=O)c2cc(NS(=O)(=O)c3ccc(Cl)cc3)ccc2O1	3.3
82	CCCCCCn1cc(CN2CC(N3CCN(Cc4cccc(C)c4)CC3)CS2(=O)=O)nn1 (centres undefined)	0.8
83	COCCNC(=S)N(C)[C@H]1C[C@H]2c3[nH]c4cccc(-c5ccccc5)c4c3CCN2C(=O)[C@H]1[C@H](C)O	0.2
84	CCC(C(=O)Nc1c(C)cccc1C)n1c(-c2cc(C)cs2)nc2ccccc21 (centres undefined)	2.4
85	COc1ncccc1C(=O)Nc1c(-c2ccccc2)[nH][nH]c1=O	2.0
86	CCOC(=O)C1=C[C@@H](C(C)C)N(S(=O)(=O)c2ccc([N+](=O)[O-])cc2)[C@H]1c1ccccc1	4.2
87	OC[C@@H]1CN(Cc2cccs2)C[C@H](n2cnc3c(N4CCOCC4)ncnc32)O1	-0.3
88	O=C(CC[C@H]1O[C@@H](n2ccc(=O)[nH]c2=O)[C@H](O)[C@@H]1O)N[C@H](Cc1ccccc1)C(=O)NCC1CCCO1 (some centres undefined)	2.3
89	CCc1nc2c(OCC(=O)C(C)(C)C)cccn2c1N(C=O)CC(=O)N(C)C	3.7
90	CC(=O)NC(c1cccc(F)c1)c1nc(-c2cccc(C(=O)O)c2)cs1 (centres undefined)	2.2
91	OC[C@H]1O[C@@H](c2nc3ccc(-c4nc(-c5cccs5)no4)cc3[nH]2)C[C@@H]1O	1.8
92	COC(=O)C1=C(C)N(Cc2cccc(C(F)(F)F)c2)C(=NCc2cc(OC)c(OC)c(OC)c2)NC1c1ccccc1C(F)(F)F (centres undefined)	3.6
93	Cc1cc(C(=O)N2CCC2(C)C(=O)NS(=O)(=O)c2ccc(Cl)cc2)nn1C (centres undefined)	2.9
94	COC(=O)[C@]12CCCCC=C1N(Cc1ccccc1)C(=O)[C@H](CC(=O)NCc1cccc(C(F)(F)F)c1)C2	2.3
95	CCCC(=O)N1CCC1(C)C(=O)Nc1ncc(C(=O)OC)s1 (centres undefined)	4.6
96	COC(=O)C1=C(C)N(Cc2ccccc2C(F)(F)F)C(=NCC2CC2)NC1c1ccc(F)cc1 (centres undefined)	3.1
97	O=C(N[C@H]1CC[C@@H](CCNS(=O)(=O)c2ccccc2Cl)O[C@@H]1CO)c1ccccc1	2.7
98	CCCCC[C@@H](C)N1C[C@@H](COCc2ccccc2)Oc2cc(N3CC[C@@H](O)C3)ccc2S1(=O)=O	-0.9
99	CCOC(=O)[C@]12CCCC=C1N(CCC1=CCCCC1)C(=O)[C@H](CC(=O)N1CCSCC1)C2	4.6
100	O=C(C[C@@H]1C=C[C@@H](NC(=O)Nc2cccc(F)c2)[C@@H](CO)O1)NCC1CCCCC1	3.6

An excerpt of these results, as labelled records.
#82 CCCCCCn1cc(CN2CC(N3CCN(Cc4cccc(C)c4)CC3)CS2(=O)=O)nn1 (centres undefined)
  phage Ecoli inh = 0.8

#83 COCCNC(=S)N(C)[C@H]1C[C@H]2c3[nH]c4cccc(-c5ccccc5)c4c3CCN2C(=O)[C@H]1[C@H](C)O
  phage Ecoli inh = 0.2

Shown as labelled records: entries from further up.
94. COC(=O)[C@]12CCCCC=C1N(Cc1ccccc1)C(=O)[C@H](CC(=O)NCc1cccc(C(F)(F)F)c1)C2
  phage Ecoli inh: 2.3
77. COC(=O)C[C@H]1C=C[C@@H](NC(=O)Cc2cccnc2)[C@@H](CO)O1
  phage Ecoli inh: 3.2

Source: PubChem
